RNase H inhibition: RNase H inhibition, HIV 1 Gag Pol polyprotein, FRET biochemical assay, screening (AID 372). HIV-1 RT RNase H, FRET RNA/DNA substrate fluorescence; higher % means a stronger effect. inhibition, % at 10 µM, or IC50 in µM where a hit was titrated. hit rate 0.77% among 100,000; in the data active = inhibition above about 50%
* hit, by the source's call.

Structure,RNase H inhibition
C/C(CCc1oc2ccc(Cl)cc2c1-c1ccc(C)o1)=N\O,26%
Cc1cc(Nc2ccccc2NC(=O)c2ccc([N+](=O)[O-])cc2)n(-c2ccccc2)n1,9%
O=C(Nc1ccc(Nc2ccccc2)cc1)c1ccc(Cl)cc1Cl,18%
Cc1ccc(NC(=O)c2cc(-c3cccs3)nc3ccccc23)cc1,17%
O=C(O)C1CC=C(Cl)CC1C(=O)Nc1cncs1 (stereo not drawn),0%
COc1cc2c(cc1OC)CN(Cc1ccc(Cl)cc1Cl)CC2,21%
CCOC(=O)c1ccc(NC(=O)CCCOc2ccccc2)cc1,6%
O=C(Nc1ccc(-c2nnc(-c3ccccc3)o2)cc1)C(c1ccccc1)c1ccccc1,7%
O=C(Nc1ccc(I)cc1Cl)c1cccc(Cl)c1Cl,13%
Cc1ccc(C)c(CN2CCN(C/C=C/c3ccccc3)CC2)c1,0%
COc1ccccc1CNC(=O)c1ccccc1Br,7%
O=C1CCC(=O)N1CNc1ccc(Cl)c(Cl)c1,6%
COc1cc(Br)c(-c2cc3cc(Br)ccc3oc2=O)cc1OC,3%
CCOC(=O)c1ccccc1NC1=C([N+](=O)[O-])C(=O)CC(C)(C)C1,0%
COCCCNC(=O)CN(c1cccc(Cl)c1)S(C)(=O)=O,10%
CCOc1ccc(C2CC(=O)n3c(nc4ccccc43)S2)cc1OC (stereo not drawn),1%
COc1ccc(CNC(=O)/C(C#N)=C/c2ccc(-c3ccc(Cl)c([N+](=O)[O-])c3)o2)cc1,22%
S=C(c1cn(-c2ccccc2)nc1-c1cccs1)N1CCOCC1,0%
CC(C)CC(C(=O)Nc1ccc(Cl)cc1)N1C(=O)c2ccccc2C1=O (stereo not drawn),0%
O=C(/C=C/c1cccc(C(F)(F)F)c1)Nc1ccccc1[N+](=O)[O-],1%
CN1C=CC(=C2C(=O)c3ccccc3C2=O)C=C1,11%
Cc1ccc(S(=O)(=O)N2CCN(Cc3cccnc3)CC2)cc1,0%
CCOc1ccc(C(=O)NC(C)(C)C)cc1[N+](=O)[O-],4%
CCOC(=O)c1c(C)n(-c2ccc(OCC)cc2)c2ccc(O)cc12,18%
Cc1ccc(-n2nc3cc(C)c(NC(=O)c4ccc(C)c([N+](=O)[O-])c4)cc3n2)cc1,15%
Cc1ccc(C(=O)O)cc1NC(=O)CCC(=O)O,3%
COCCOC(=O)C1=C(C)NC2=C(C(=O)CC(C)(C)C2)C1c1ccncc1 (stereo not drawn),0%
COCc1cc(=O)n2[nH]c(-c3ccc(Cl)cc3)cc2n1,6%
O=C(Nc1ncc(Cc2cccc([N+](=O)[O-])c2)s1)c1ccc(Br)cc1,3%
COc1ccc(N2C(=O)c3ccccc3NC2c2ccc(C)cc2)cc1 (stereo not drawn),10%

For reference, part of the list above:
Structure,RNase H inhibition
Cc1ccc(-n2nc3cc(C)c(NC(=O)c4ccc(C)c([N+](=O)[O-])c4)cc3n2)cc1,15%
Cc1ccc(C(=O)O)cc1NC(=O)CCC(=O)O,3%
COCCOC(=O)C1=C(C)NC2=C(C(=O)CC(C)(C)C2)C1c1ccncc1 (stereo not drawn),0%
COCc1cc(=O)n2[nH]c(-c3ccc(Cl)cc3)cc2n1,6%
O=C(Nc1ncc(Cc2cccc([N+](=O)[O-])c2)s1)c1ccc(Br)cc1,3%
COc1ccc(N2C(=O)c3ccccc3NC2c2ccc(C)cc2)cc1 (stereo not drawn),10%

Arranged by length of the SMILES (descending): 3 of the compounds above
Structure,RNase H inhibition
COCCOC(=O)C1=C(C)NC2=C(C(=O)CC(C)(C)C2)C1c1ccncc1 (stereo not drawn),0%
COCc1cc(=O)n2[nH]c(-c3ccc(Cl)cc3)cc2n1,6%
Cc1ccc(C(=O)O)cc1NC(=O)CCC(=O)O,3%

(next part)
Structure,RNase H inhibition
CCC(Nc1ccccc1)C(=O)N/N=C/c1cc([N+](=O)[O-])ccc1O (stereo not drawn),12%
Cc1ccc(C(=O)CSc2nc(O)cc(=O)[nH]2)c(C)c1,0%
CC(C)N1C(=O)/C(=C/c2ccccc2Cl)SC1=S,16%
Cc1ccnc(NC(=O)COc2cc(C)ccc2C(C)C)c1,15%
CCCCOc1ccc(OCCNS(=O)(=O)N(C)C)cc1,0%
Cc1cc(C)c2oc(-c3ccc(NC(=O)COc4ccccc4[N+](=O)[O-])cc3)nc2c1,0%
O=c1nc2s/c(=C/c3ccc(Cl)c(Cl)c3)c(=O)n2nc1Cc1ccccc1,1%
COc1ccc(/C=C/C(=O)N2CCOCC2)cc1Br,20%
O=C1c2ccccc2C(=O)c2c1c(Sc1ccccc1)c1ccccc1c2Sc1ccccc1,10%
CCOC(=O)C1=C(C)N(c2ccc(C)cc2)C(=O)C1,1%
CC(=O)N/N=C/c1ccc(-c2cccc(C(=O)O)c2)o1,6%
Nc1nnc(SCC(=O)N2c3ccccc3Sc3ccccc32)s1,0%
COCc1cc(=O)[nH]c(SCC(=O)Nc2ccc(Cl)c(Cl)c2)n1,8%
CCCOC(=O)c1ccc(NC(=O)COc2ccc3ccccc3c2)cc1,10%
COc1cc(/C=C2/SC(=S)N(Cc3ccccc3)C2=O)cc(Cl)c1OCc1ccccc1,11%
CCOc1cc(/C=c2\sc3nc4ccccc4n3c2=O)ccc1OC(C)=O,11%
COc1ccc(-c2nc3cc(NC(=O)c4ccc(F)cc4)ccc3o2)cc1Cl,13%
COc1ccc(-c2cc(C3CC3)nc3sc(C(=O)c4ccccc4)c(N)c23)cc1,0%
Cc1cc(OCC(=O)Nc2ccc([N+](=O)[O-])cc2)cc(C)c1Cl,7%
O=C(Nc1ccc(Cl)cc1)c1cc2n(n1)C(C(F)(F)F)CC(c1ccccc1)N2 (stereo not drawn),8%
O=C(CNc1cccc(Cl)c1)c1ccc(Br)cc1,7%
O=C(Nc1cccnc1)c1cnn2c1NC(c1ccco1)CC2C(F)(F)F (stereo not drawn),9%
O=C(Nc1ccc(O)c(-c2nc3cc(Cl)ccc3o2)c1)c1cccnc1,6%
O=C1NC(=S)S/C1=C\c1ccc(-c2ccc(Br)c(Cl)c2)o1,43%
O=[N+]([O-])c1ccccc1N/N=C/c1ccc(Cl)cc1Cl,0%
COC(=O)c1cccc(OC(N)=O)c1,7%
Clc1ccc(Cn2cc(/C=N/n3cnnc3)c3ccccc32)cc1Cl,37%
CC(Sc1ccccc1)C(=O)Nc1ccc(Br)cc1 (stereo not drawn),12%
COc1ccc(S(=O)(=O)N(Cc2ccccc2)c2ccccc2C(=O)NCc2ccccc2)cc1,24%
COc1ccc(-c2c(-c3ccc(Cl)cc3)nn(-c3ccccc3)c2N)cc1OC,20%
O=C(CCc1ccccc1)Nc1ccc2c(c1)OCCO2,7%
O=C1NC(=S)NC(=O)C1=Cc1ccccc1OCc1ccc([N+](=O)[O-])cc1,9%
CCOC(=O)C1=C(C)N=c2s/c(=C\c3ccc(OCc4ccc(Cl)cc4)c(OCC)c3)c(=O)n2C1c1ccc(N(C)C)cc1 (stereo not drawn),14%
O=C(COc1ccc(Br)cc1Cl)NCCCc1ccccc1,25%
COc1ccc([N+](=O)[O-])cc1-c1ccc(/C=N/Nc2ccccc2)o1,4%
CC(=O)N(C)c1ccc(NC(=O)c2sc3ccccc3c2Cl)cc1,13%
Cc1cccc(NC(=S)NC(=O)c2cccc(Br)c2)n1,4%
O=C1C=C(c2ccccc2)C(=O)c2ccccc21,26%
Cc1ccc(OCC(=O)Nc2ccc(S(=O)(=O)Nc3onc(C)c3C)cc2)c(C)c1,0%
O=C1C2C3C=CC(C3=C(c3ccccc3)c3ccccc3)C2C(=O)N1c1cccc(C(F)(F)F)c1 (stereo not drawn),0%
O=[N+]([O-])c1cccc2c1NC(c1ccccc1F)C1CC=CC21 (stereo not drawn),27%
COc1ccc(/C=N/c2sc3c(c2C#N)CCCC3)cc1Br,6%
Cc1ccc(OCCCN2CCOCC2)cc1C,4%
CCOc1ccc(N(CC(=O)Nc2ccccc2OC)S(C)(=O)=O)cc1,7%
CCOC(=O)C1=C(C)N=c2s/c(=C\c3cc(Cl)ccc3O)c(=O)n2C1c1ccc(N(C)C)cc1 (stereo not drawn),16%
N/C(=N\OC(=O)c1ccccc1Cl)c1ccncc1,14%
COc1cc(NC(=O)c2ccccc2Br)cc(OC)c1,8%
Nc1ccc2nc(SCC(=O)NCc3ccco3)sc2c1,9%
CC(Oc1ccccc1Br)C(=O)N/N=C/c1ccc(Cl)cc1 (stereo not drawn),11%
CCN1C(=O)/C(=C/c2cc(Cl)ccc2OCCOc2ccc(OC)cc2)SC1=S,17%

(cont.)
Structure,RNase H inhibition
COc1ccc(N2C(=O)NC(=O)/C(=C/c3cccc(C(F)(F)F)c3)C2=O)cc1,0%
O=C(NCC1CCCO1)c1ccccc1F (stereo not drawn),0%
Cc1nc(Nc2ccccc2)sc1C(=O)Nc1ccccc1,15%
CC1CCN(CCOCCOc2ccccc2F)CC1,3%
CN1CCc2c(sc3c2C(=O)NC(c2ccc(Cl)s2)N3)C1 (stereo not drawn),11%
Cn1cccc1-c1n(C)c2ccccc2[n+]1C,7%
O=C(CN1C(=O)c2ccccc2C1=O)Nc1ccc(Cl)cn1,0%
CC1=C(C(=O)OCCOc2ccccc2)C(c2cccc(O)c2)C2=C(CC(c3ccccc3)CC2=O)N1 (stereo not drawn),9%
CC(Oc1ccccc1)C(=O)NCCN1CCOCC1 (stereo not drawn),5%
COc1ccc(/C=C/C(=O)NC2CC3CCC2C3)cc1 (stereo not drawn),2%
Clc1cccc(Cl)c1OCCN1CCOCC1,3%
O=C(CNc1ccc(F)cc1)NN=C1CCCCC1,0%
Cc1cccc(N/C=C/C(=O)c2ccc(Br)cc2)n1,0%
COc1ccc(NC(=S)NC(=O)c2ccc(OC)c(Br)c2)c(OC)c1,14%
Cc1ccc(-n2c(=S)[nH]c3sc4c(c3c2=O)CCCCC4)cc1,7%
O=C(NCc1ccco1)c1nn2c(C(F)(F)F)cc(-c3ccccc3)nc2c1Cl,8%
C=CCOC(=O)C1=C(C)NC2=C(C(=O)CCC2)C1c1cccc(Br)c1 (stereo not drawn),10%
CC(=O)CC(=O)Nc1ccc(Cl)cc1Cl,0%
COc1ccc(/C=C2\SC(=S)N(CCC(N)=O)C2=O)cc1,8%
CC(=O)c1ccc(NC(=O)CCCC(=O)OCC(F)(F)C(F)F)cc1,5%
O=C(NC(=S)Nc1cc([N+](=O)[O-])ccc1F)c1ccc(F)cc1,18%
Cc1ccc2nc(/C(C#N)=C/c3cc([N+](=O)[O-])ccc3F)[nH]c2c1,7%
Cc1cc(/C=C2/NC(=S)NC2=O)c(-c2ccccc2)n1-c1ccccc1,17%
CCCCCCCCSc1n[nH]c(N)n1,14%
COc1ccc(OC)c(NC(=O)Cc2ccc(OC)c(OC)c2)c1,1%
CCOC(=O)C1=C(C)N=c2s/c(=C\c3ccc(OCc4ccccc4)cc3)c(=O)n2C1c1ccccc1 (stereo not drawn),14%
COc1ccc2nc(NC(=O)c3ccc(OC)c([N+](=O)[O-])c3)sc2c1,16%
Cc1ccnc(NC(=O)/C=C/c2ccc3c(c2)OCO3)c1,6%
CCCCP(=O)(CCCC)CCP(=O)(c1ccccc1)c1ccccc1,7%
COC(=O)C1C(O)=C(C=Nc2ccccc2C)C(=O)CC1(C)C (stereo not drawn),1%
CC1(C)SC(=S)N(c2ccccc2)C1n1oc(=O)n(-c2ccccc2)c1=O (stereo not drawn),8%
O=C(NCc1cccc(Oc2ccccc2)c1)c1ccco1,20%
COc1ccc(NC(=O)CN(c2ccc(Cl)cc2)S(=O)(=O)c2ccccc2)cc1,11%
COC(=O)C1=C(O)/C(=C\c2cccc(Br)c2)N=C1C,4%
O=C(Oc1ccc2c(c1)oc(=O)c1ccccc12)C(c1ccccc1)C(c1ccccc1)c1ccccc1 (stereo not drawn),25%
COC(=O)N/N=C\c1ccc(-c2ccc(F)cc2)o1,12%
COc1ccc(N=c2cc3c(Cl)cc(=O)c4c(Cl)cc5c(Cl)cc(O)c2c5c4-3)cc1,0%
O=C(NN1C(=O)C2CCCCC2C1=O)c1ccccc1Cl (stereo not drawn),1%
O=C1C2C3C=CC(C3)C2C(=O)N1c1cccc2cccnc12 (stereo not drawn),5%
O=C(N1CCOCC1)N1CCN(c2ccc(F)cc2)CC1,0%
O=c1/c(=C\c2ccc(OCc3cccc4ccccc34)cc2)sc2nc3ccccc3n12,9%
Cc1ccc(S(=O)(=O)N2CCN(C(=O)c3cccc(F)c3)CC2)cc1,11%
CC1(C(=O)O)CCC(C(=O)Nc2ccccc2)C1(C)C (stereo not drawn),0%
Cc1cccc(C)c1NC(=O)CSCC(=O)Nc1ccccc1,0%
Cc1ccccc1OCC(=O)NC1CC(C)(C)NC(C)(C)C1,14%
C=CCOCC(O)CS(=O)Cc1ccc(Cl)cc1 (stereo not drawn),6%
O=C(O)c1cc(NC(=O)c2ccc(-c3ccccc3)cc2)cc(NC(=O)c2ccc(-c3ccccc3)cc2)c1,17%
CC1=C(C(=O)OCc2ccccc2)C(c2ccccc2)C2=C(CC(C)(C)CC2=O)N1 (stereo not drawn),14%
CCCN(CCC)C(=O)c1ccccc1NC(=O)c1cccnc1,3%
COc1ccc(OC)c(NC(=O)c2ccc(Cl)cc2)c1,8%
C#CCn1cc(/C=C2\C(=O)NC(=S)N(c3ccc(Br)cc3)C2=O)c2ccccc21,38%

Screens as filed in PubChem BioAssay.

This is a subset. The share of hits here may be higher or lower than overall.
